Nrf2 activator: activators of Nrf2 (ARE) signaling | Potency, µM (doses to about 46.1 µM), for inactives: at the highest dose activation, hits mostly activators | 410,000 compounds, 0.31% hits | AID 624171 | AREc32 ARE-luciferase reporter (MCF7-derived line), luminescence, 24 h; further: potency means the concentration at half of the fitted maximal effect; % of control where 0% means no effect; nearly all actives have a fitted effect of over 65% in size
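Each well held 1000 AREc32 cells, which were incubated with compound for 24 hr at 37 deg C after overnight attachment, and ARE reporter activity was quantified by firefly luciferase luminescence.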
ATXN2 expr inh: ATXN2 expression inhibition; 360,000 compounds, 0.72% hits; Potency, µM (doses to about 57 µM), inactives show at the top dose activity change, negative = inhibition, actives largely listed as inhibitors; HEK-293 ATXN2-luciferase reporter, luminescence, 24 h; further: potency means the concentration at half of the fitted maximal effect; on the % scale 0 is the no-effect control and ±100 the full control effect; nearly all actives have a fitted effect of over 55% in size
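ATXN2-luciferase reporter cells (luciferase flanked by upstream and downstream ATXN2 gene portions) were treated 24 h at 37 °C with compounds at up to 57 uM. SteadyGlo luminescence gave expression; GF-AFC fluorescence gave viability.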
HepG2 viability: kills HepG2 cells in TGF-b inhibitor counter-screen; HepG2 CAGA-GFP viability, ATP luminescence, 18 h; Potency, µM (doses to about 46.1 µM), without a hit: at the top dose activity change, negative = cytotoxicity, hits mostly cytotoxic; 410,000 compounds, 0.76% hits; further: potency means the concentration at half of the fitted maximal effect; some results filed as inactive show a strong effect at the top dose
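HepG2 CAGA-GFP cells (1000/well, DMEM with 1% FBS) received compound, then TGF-beta at 500 pg/mL final, and were incubated 18 hours at 37 degrees C. Viability was read by CellTiter-Glo luminescence. Media-only wells were set as complete cell-killing and DMSO as no toxicity.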
TGFb inhibitor: TGF-b pathway inhibition; 410,000 compounds, 1.2% hits; Potency, µM (highest dose often 46.1 µM), inactives show at the top dose activity, negative = inhibition, usual class: inhibitors; HepG2 CAGA-GFP TGF-b/SMAD3 reporter, GFP fluorescence, 18 h; TGF-beta stimulated, 500 pg/mL final; AID 588855; further: potency means the concentration at half of the fitted maximal effect; on the % scale 0 is the no-effect control and ±100 the full control effect; nearly all actives have a fitted effect of over 65% in size
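Inhibition was scored as loss of TGF-beta-induced (500 pg/mL final, 18 hours, 37 degrees C) GFP in HEPG2 cells carrying a CAGA-GFP reporter, in DMEM with 1% FBS. Well GFP was summed per cell; Activity was normalised to unstimulated and stimulated DMSO wells, then concentration-response fitting.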
IL-2 act: activates IL-2 in a cell-based reporter assay. IL-2 activation reporter assay, cell-based qHTS; stimulated with anti-CD3/CD4/CD28 beads; in transgenic mouse T cells. AID 652025. activation, % (series mostly up to about 46 µM). 360,000 compounds, 0.065% hits; in the data active means activation above about 50%; inconclusive means mostly about 30% to 49%; further: 0% is about no effect
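EGFP and DsRed fluorescence is measured by plate cytometry in unstimulated transgenic mouse T cells exposed to compound for 60 minutes, then stimulated 18 hours at 37 degrees C with anti-CD3/anti-CD4 beads plus anti-CD28.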
ATXN viability: cell viability loss in ATXN counter-screen; S2 cells (HEK-293 line with an ATXN2-luciferase reporter) viability, CellTiter-Fluor protease fluorescence, 24 h; Potency, µM (top dose mostly 56.7 µM), hits mostly cytotoxic; 400,000 compounds, 0.49% hits; AID 651635; further: potency means the concentration at half of the fitted maximal effect; nearly all actives have a fitted effect of over 40% in size
EPAC2 ag: EPAC2 (human) agonism; EPAC2 activation, biochemical qHTS; response scale: 100% = 6.5 mM cAMP response; 360,000 compounds, 0.079% hits; Potency, µM (titrated, usually from 154 µM), for the others: at the highest dose activation, usual class: activators; Q8WZA2; further: potency means the concentration at half of the fitted maximal effect; nearly all actives have a fitted effect of over 50% in size
Target sequence (Q8WZA2 whole entry, looked up): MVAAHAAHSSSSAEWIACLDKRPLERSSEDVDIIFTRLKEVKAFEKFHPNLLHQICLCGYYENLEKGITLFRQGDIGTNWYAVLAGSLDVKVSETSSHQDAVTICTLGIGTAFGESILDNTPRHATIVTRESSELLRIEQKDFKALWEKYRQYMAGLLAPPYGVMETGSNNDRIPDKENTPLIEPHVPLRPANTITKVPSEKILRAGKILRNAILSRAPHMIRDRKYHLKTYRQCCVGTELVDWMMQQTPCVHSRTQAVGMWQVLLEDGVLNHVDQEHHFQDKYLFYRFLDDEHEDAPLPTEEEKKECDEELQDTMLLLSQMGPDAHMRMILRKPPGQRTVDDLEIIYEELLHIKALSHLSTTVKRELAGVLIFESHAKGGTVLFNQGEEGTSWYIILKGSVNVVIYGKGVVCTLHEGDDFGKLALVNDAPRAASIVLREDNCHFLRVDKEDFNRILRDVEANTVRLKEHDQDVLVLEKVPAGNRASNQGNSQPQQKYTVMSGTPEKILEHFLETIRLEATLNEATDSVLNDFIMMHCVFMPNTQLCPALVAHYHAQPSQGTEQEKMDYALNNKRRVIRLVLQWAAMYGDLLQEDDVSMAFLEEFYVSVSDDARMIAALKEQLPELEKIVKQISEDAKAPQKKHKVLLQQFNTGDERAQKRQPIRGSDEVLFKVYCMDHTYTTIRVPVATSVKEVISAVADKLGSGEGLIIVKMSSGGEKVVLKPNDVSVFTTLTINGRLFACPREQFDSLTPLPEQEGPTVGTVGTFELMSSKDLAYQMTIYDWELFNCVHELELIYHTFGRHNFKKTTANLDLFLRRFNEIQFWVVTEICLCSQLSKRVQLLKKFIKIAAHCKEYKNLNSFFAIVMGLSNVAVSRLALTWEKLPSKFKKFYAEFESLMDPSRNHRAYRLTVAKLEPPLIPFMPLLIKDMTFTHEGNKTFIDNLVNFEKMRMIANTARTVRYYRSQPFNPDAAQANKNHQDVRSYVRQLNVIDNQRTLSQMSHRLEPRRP
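Compounds were added across a concentration range to EPAC2 (100 nM), RAP1B-BODIPY-GDP (250 nM) and GDP (50 uM). After 5 min at room temperature, fluorescence was recorded at 5-min intervals for 30 min.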
A549 viability: counter-screen for Nrf2 inhibitors: cytotoxicity in A549 cells; 390,000 compounds, 0.16% hits; Potency, µM (doses to about 46 µM), for inactives: top-dose activity change, negative = cytotoxicity, most hits filed as inhibitors; A549 ARE-Fluc cells, CellTiter-Fluor viability, 18-24 h; further: potency means the concentration at half of the fitted maximal effect; on the % scale 0 is the no-effect control and ±100 the full control effect
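Cytotoxicity counterscreen: CellTiter-Fluor fluorescence was measured in A549 ARE_Fluc cells after 18-24 h of compound exposure in a concentration series. The subsequent BugLite luminescent read reports ARE-luciferase activity.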
Nrf2 inh: inhibitors of Nrf2 signaling; A549 ARE-Fluc reporter, luciferase luminescence, 18-24 h; Potency, µM (highest dose often 46 µM), for inactives: at the top dose activity change, negative = inhibition, usual class: inhibitors; 360,000 compounds, 2.1% hits; AID 504444; further: potency means the concentration at half of the fitted maximal effect; on the % scale 0 is the no-effect control and ±100 the full control effect; nearly all actives have a fitted effect of over 60% in size
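Quantitative HTS in A549 cells stably bearing an antioxidant response element-firefly luciferase construct. Inhibition of Nrf2-driven transcription was scored by luminescence after 18-24 h of compound exposure at 37 °C.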
Active calls of the source: *; i = inactive; u = inconclusive; x = no result given; [ ] = another dose, or the depositor's remark. Unless noted, the call rests on the fitted dose curve; in most records, active means well fitted curve in the direction sought with a large enough effect; inconclusive means small, poorly fitted or top-dose-only effect, or another doubt; inactive means no such curve, though single readings can be large; an effect the other way counts as inactive or inconclusive.

SMILES | Nrf2 activator | ATXN2 expr inh | HepG2 viability | TGFb inhibitor | IL-2 act | ATXN viability | EPAC2 ag | A549 viability | Nrf2 inh
CCn1c(CC(=O)Nc2ccc(C)cc2)n[nH]c1=S | -0.1% | -4% | 26% | -2% | -0.8 | i | -2% | 3% | 10%
Cc1ccc(C(=O)Nc2ccccc2C(=O)NC(Cc2c[nH]c3ccccc23)C(=O)O)cc1 (stereo not given) | 1.8% | 20% | 6% | 0% | -0.2 | i | 4% | 1% | u
CCOc1ccc(/C=C2\SC(=O)N(c3ccc(O)cc3)C2=O)cc1OC | 0.0% | -5% | 6% | 15% | -5.1 | i | 15% | -10% | 0%
N#Cc1cc2c(cc1NC(=O)CCn1cnnn1)OCO2 | -0.9% | x | -4% | 19% | -0.4 | u | 7% | 0% | 5%
COc1ccc2c(c1)C(=O)N1[C@H]3c4cc(Br)ccc4OC[C@@H]3[C@H](c3ccccc3)[C@]1(C)C(=O)N2 | 0.5% | -25% | -31% | u | 0.0 | u | 5% | -6% | 5%
COc1ccc(NC(=O)Cn2nc(C)c3c(C)n(-c4ccccc4)nc3c2=O)cc1OC | 0.5% | -2% | -17% | -16% | x | u | x | -11% | 16%
O=C(c1cc([N+](=O)[O-])cc([N+](=O)[O-])c1)N1CCOCC1 | -0.9% | -21% | -2% | -3% | -0.1 | i | -6% | -2% | 2%
COc1ccc(N2CCN(c3cc(C)nc4nncn34)CC2)cc1 | -1.0% | x | -1% | u | x | x | x | -11% | u
COc1ccc(OC)c(CNc2nc3ccc(C)cc3n3nnnc23)c1 | 3.0% | x | -24% | 36%[activator] | x | x | x | -1% | u
Cc1sc2ncnc(OCc3nnc(-c4cccs4)o3)c2c1C | 3.2% | -17% | 6% | u | -0.5 | i | 1% | -2% | -5%
Cc1[nH]nc(N2CCCCCC2)c1[N+](=O)[O-] | -0.2% | 4% | -13% | -14% | -2.0 | i | 4% | -8% | 8%
O=C(CSc1nnc(-c2cccs2)o1)NCc1ccco1 | 0.2% | -10% | 21% | -1% | -2.8 | i | 1% | 2% | 13%

Random excerpt: 2 entries already listed.
SMILES | Nrf2 activator | ATXN2 expr inh | HepG2 viability | TGFb inhibitor | IL-2 act | ATXN viability | EPAC2 ag | A549 viability | Nrf2 inh
CCn1c(CC(=O)Nc2ccc(C)cc2)n[nH]c1=S | -0.1% | -4% | 26% | -2% | -0.8 | i | -2% | 3% | 10%
COc1ccc(OC)c(CNc2nc3ccc(C)cc3n3nnnc23)c1 | 3.0% | x | -24% | 36%[activator] | x | x | x | -1% | u

The list goes on.
SMILES | Nrf2 activator | ATXN2 expr inh | HepG2 viability | TGFb inhibitor | IL-2 act | ATXN viability | EPAC2 ag | A549 viability | Nrf2 inh
O=S(=O)(Oc1ccccc1C(=S)N1CCOCC1)c1ccc(Cl)cc1 | 0.5% | -13% | -1% | 0% | -2.1 | i | 10% | -2% | -21%
CCOC(=O)c1c(C)n(-c2ccc(C)cc2)c2c(CC(C)=O)c(Br)c(OC)c(O)c12 | -0.6% | -10% | 7% | 7% | -1.1 | i | 0% | -7% | x
CN(C)c1cccc(CNC(=O)c2ccc3sc([C@H]4C[C@H](O)[C@@H](CO)O4)nc3c2)c1 | -0.2% | 13% | 2% | -1% | 0.3 | i | 6% | x | x
COc1ccccc1NS(=O)(=O)c1cccc(C(=O)NNC(=O)C(NC(N)=O)C(C)C)c1 (stereo not given) | -0.6% | 1% | -7% | -22% | 0.6 | i | 1% | 1% | -9%
O=C(NN1C(=O)c2ccccc2NC1c1ccccn1)c1ccc([N+](=O)[O-])cc1 (stereo not given) | 0.2% | -18% | 1% | -4% | -2.1 | i | 23% | -4% | -14%
O=S(=O)(Cc1ccc(Cl)cc1)c1ncc(CO)n1Cc1ccccc1 | 0.2% | 1% | -8% | -2% | -1.5 | i | 3% | -2% | -19%
CC(=O)c1cccc(N(CC(=O)Nc2ccc(S(=O)(=O)N3CCOCC3)cc2)S(C)(=O)=O)c1 | -0.2% | -1% | 26% | 10% | -0.6 | i | 3% | -10% | 3%
CCn1c(Cn2nnc(-c3ccccc3)n2)nnc1SCC(=O)Nc1ccc(N(C)C)cc1 | -0.1% | 3% | -13% | -5% | -0.1 | i | 2% | -7% | 10%
CCCCN1CCCCC1(C)C(=O)NCc1cccs1 (stereo not given) | 2.1% | 8% | 2% | 2% | -0.6 | i | 12% | x | x
CCOC(=O)c1noc2ncn(CC(=O)Nc3cccc(C(F)(F)F)c3)c(=O)c12 | -0.8% | -6% | -34% | -1% | x | i | x | 8% | x
COc1ccc(Cl)cc1C(=O)Nc1sc2c(c1C(=O)OC(C)C)CCCC2 | 0.0% | 3% | -3% | 23% | x | i | x | -1% | 2%
O=C(CNC(=O)c1ccc2c(c1)OCCO2)N=Nc1c(O)[nH]c2ccccc12 | 0.0% | -3% | -9% | 4% | -0.4 | i | -2% | -9% | -6%

Entries listed so far with four or more nitrogen atoms (twelve):
SMILES | Nrf2 activator | ATXN2 expr inh | HepG2 viability | TGFb inhibitor | IL-2 act | ATXN viability | EPAC2 ag | A549 viability | Nrf2 inh
CCn1c(CC(=O)Nc2ccc(C)cc2)n[nH]c1=S | -0.1% | -4% | 26% | -2% | -0.8 | i | -2% | 3% | 10%
N#Cc1cc2c(cc1NC(=O)CCn1cnnn1)OCO2 | -0.9% | x | -4% | 19% | -0.4 | u | 7% | 0% | 5%
COc1ccc(NC(=O)Cn2nc(C)c3c(C)n(-c4ccccc4)nc3c2=O)cc1OC | 0.5% | -2% | -17% | -16% | x | u | x | -11% | 16%
COc1ccc(N2CCN(c3cc(C)nc4nncn34)CC2)cc1 | -1.0% | x | -1% | u | x | x | x | -11% | u
COc1ccc(OC)c(CNc2nc3ccc(C)cc3n3nnnc23)c1 | 3.0% | x | -24% | 36%[activator] | x | x | x | -1% | u
Cc1sc2ncnc(OCc3nnc(-c4cccs4)o3)c2c1C | 3.2% | -17% | 6% | u | -0.5 | i | 1% | -2% | -5%
Cc1[nH]nc(N2CCCCCC2)c1[N+](=O)[O-] | -0.2% | 4% | -13% | -14% | -2.0 | i | 4% | -8% | 8%
COc1ccccc1NS(=O)(=O)c1cccc(C(=O)NNC(=O)C(NC(N)=O)C(C)C)c1 (stereo not given) | -0.6% | 1% | -7% | -22% | 0.6 | i | 1% | 1% | -9%
O=C(NN1C(=O)c2ccccc2NC1c1ccccn1)c1ccc([N+](=O)[O-])cc1 (stereo not given) | 0.2% | -18% | 1% | -4% | -2.1 | i | 23% | -4% | -14%
CCn1c(Cn2nnc(-c3ccccc3)n2)nnc1SCC(=O)Nc1ccc(N(C)C)cc1 | -0.1% | 3% | -13% | -5% | -0.1 | i | 2% | -7% | 10%
CCOC(=O)c1noc2ncn(CC(=O)Nc3cccc(C(F)(F)F)c3)c(=O)c12 | -0.8% | -6% | -34% | -1% | x | i | x | 8% | x
O=C(CNC(=O)c1ccc2c(c1)OCCO2)N=Nc1c(O)[nH]c2ccccc12 | 0.0% | -3% | -9% | 4% | -0.4 | i | -2% | -9% | -6%

Screening results from PubChem.
